D2 potentiator – positive allosteric modulators of human D2 dopamine receptor; P14416; HEK293 T-REx D2, calcium flux, EC20 dopamine potentiation; potentiation, % at 10 µM; hit rate 0.34% among 340,000; AID 485347;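 active = potentiation over 3 SD above the plate norm, cut at about 30% in these data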; note: 0% is about no effect
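Primary screen. Calcium kinetics in induced HEK293 T-REx D2 cells: compound pre-addition 180 s, EC20 dopamine, 180 s more.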
D1 PAM – potentiators of human D1 dopamine receptor; P21728; HEK293 TREx D1 cells, calcium flux, dopamine EC20 potentiation; potentiation, % at 10 µM; hit rate 0.036% among 360,000; in the data active = potentiation above about 30%; note: 0% is about no effect
RXFP1 agonist – RXFP1 (human) receptor agonism. Potency, µM (doses to about 57.5 µM), inactives show at the highest dose activation, most hits filed as activators. HEK293T-RXFP1 cAMP TR-FRET, 30 min; response scale: percent of porcine relaxin response, buffer zero. hit rate 0.3% among 370,000. Q9HBX9; active = well fitted activation curve with a large enough effect; inconclusive = small, poorly fitted or top-dose-only effect; note: potency is the fitted concentration of half-maximal effect; % is set by controls: 0 for no effect and ±100 for the full control effect; nearly all actives have a fitted effect of over 60% in size; many of its hits are not listed in these tables
Target sequence (Q9HBX9 whole entry, looked up): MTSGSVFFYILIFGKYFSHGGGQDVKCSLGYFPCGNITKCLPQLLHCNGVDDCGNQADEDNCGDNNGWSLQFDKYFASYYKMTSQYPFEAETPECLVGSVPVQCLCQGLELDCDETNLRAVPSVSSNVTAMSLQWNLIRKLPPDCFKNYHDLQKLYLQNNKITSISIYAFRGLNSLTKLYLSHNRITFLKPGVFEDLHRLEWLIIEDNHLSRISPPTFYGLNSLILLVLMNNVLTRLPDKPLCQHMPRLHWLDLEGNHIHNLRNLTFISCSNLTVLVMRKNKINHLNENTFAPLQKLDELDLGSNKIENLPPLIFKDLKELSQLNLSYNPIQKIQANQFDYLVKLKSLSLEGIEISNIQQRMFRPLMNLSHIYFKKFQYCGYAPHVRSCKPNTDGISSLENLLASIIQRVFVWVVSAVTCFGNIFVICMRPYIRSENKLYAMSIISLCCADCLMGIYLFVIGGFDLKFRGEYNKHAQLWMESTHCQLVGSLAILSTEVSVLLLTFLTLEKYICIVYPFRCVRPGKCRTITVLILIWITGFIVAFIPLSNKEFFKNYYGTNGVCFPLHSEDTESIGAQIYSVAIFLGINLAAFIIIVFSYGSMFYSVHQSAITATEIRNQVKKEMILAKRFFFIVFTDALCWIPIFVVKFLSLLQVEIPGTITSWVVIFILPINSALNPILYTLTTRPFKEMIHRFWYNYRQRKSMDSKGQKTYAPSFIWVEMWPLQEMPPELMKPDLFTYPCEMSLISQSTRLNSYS
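cAMP rise read by TR-FRET after 30 min, 37C compound exposure (up to 58 uM) in RXFP1-transfected HEK293 cells with Ro 20174 present. EC50 from Hill-equation fits, with 29 nM porcine relaxin as 100% and buffer as basal.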
TRHR enhancer – TRH receptor (human) allosteric enhancement; P34981; TRHR cells, fluo-8 calcium fluorescence, EC20 TRH enhancement; enhancement, % at 2 µM; hit rate 0.66% among 360,000; AID 493056; in the data active = enhancement above about 30%; note: 0% is about no effect
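TRHR-expressing cells loaded with fluo-8 calcium dye were read kinetically (ex 480/em 530) during compound addition, then stimulated with an EC20 of TRH (10 nM final). Enhancement of the Gq-mediated intracellular calcium response was scored.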
D2 antagonist – D2 dopamine receptor (human) antagonism | HEK293 TREx D2 cells, calcium flux, dopamine EC80 | inhibition, % at 10 µM | hit rate 2% among 340,000; in the data active = inhibition above about 30%; note: 0% is about no effect
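Antagonism is scored as inhibition of an EC80 dopamine-evoked calcium signal in a force-coupled, tetracycline-inducible HEK293 T-REx D2 line, with compound present 180 s before agonist.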
RXFP1 antag – RXFP1 (human) relaxin receptor antagonism; Q9HBX9; HEK293-RXFP1, relaxin-stimulated cAMP HTRF, 30 min; stronger effect = lower value; activity change, negative = inhibition, % at 57.5 µM; hit rate 0.59% among 350,000; AID 1259400;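 active = activity change of -60% or lower, but not beyond a set lower limit; inconclusive = change between -60% and -40%, or beyond the set limit; inactive = change above -40%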; note: % is set by controls: 0 for no effect and ±100 for the full control effect
D2 agonist – agonists of human D2 dopamine receptor | HEK293 T-REx D2 cells, calcium flux agonist mode | AID 485358 | P14416 | activation, % at 2 µM | hit rate 0.53% among 340,000;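 active = activation over 3 SD above normal in the single-dose calcium agonist read, cut at about 30% in these data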; note: 0% is about no effect
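In this primary screen, compounds producing a positive calcium signal within 180 s of addition to tetracycline-induced, force-coupled HEK293 Trex D2 cells are flagged; cells are dye-loaded with a no-wash calcium kit beforehand.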
D1 agonist – agonists of human D1 dopamine receptor; hit rate 1% among 360,000; activation, % at 2 µM; HEK293 T-REx D1 cells, calcium flux, agonist mode; AID 504660; in the data active = activation above about 30%; note: 0% is about no effect
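Inducible HEK293 T-REx D1 cells, force-coupled to calcium signalling, were plated at 4000 cells/well with tetracycline and held overnight at 30 C. After no-wash calcium dye loading, compound-evoked calcium rise over 180 s flagged agonists.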
D1 antagonist – human D1 dopamine receptor antagonism | HEK293 TREx D1 cells, calcium flux, dopamine EC80; stronger effect = lower value | activity change, negative = inhibition, % at 10 µM | hit rate 3.2% among 360,000; in the data active = activity change below about -30%; note: % is set by controls: 0 for no effect and ±100 for the full control effect
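Antagonism measured as reduced calcium response to an EC80 dopamine addition following 180 s compound pre-read; cells were inducible HEK293 Trex D1 plated overnight at 30 C, read kinetically at 1 cycle/sec.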
Numbers without * were called inactive; ? = inconclusive; . = no result given. Some of the compounds tested, so the mix of outcomes need not match the whole.

Structure | D1 PAM | RXFP1 agonist | D2 antagonist | TRHR enhancer | D2 agonist | D2 potentiator | RXFP1 antag | D1 agonist | D1 antagonist
CCC(C)[C@H](NC(=O)N1CCC(C)CC1)C(=O)O (some centres not stated) | -5 | 0.6% | 4 | -2 | 0.2 | 13 | 1 | 1 | -12
C=CCn1c(SCc2nc3c(c(=O)[nH]c(=O)n3CCCC)n2CCC)nnc1-c1ccccc1 | 0 | 1.0% | 16 | -7 | 1.3 | 7 | -24 | 3 | -18
CCCCN(CCCNC(=O)C1CCN(S(=O)(=O)N2CCOCC2)CC1)c1ccccc1 | -4 | 3.3% | -12 | -4 | 0.4 | -1 | 6 | 3 | -35*
O=C(Cc1cccs1)N(c1ccc(Cl)cc1)C1C=CS(=O)(=O)C1 (configuration not stated) | -7 | -2.6% | -22 | 3 | 0.1 | 14 | 21 | 2 | -4
Cc1cccc(CNc2ncnc3ccc(-c4cccc(C)c4)cc23)c1 | -7 | 1.8% | . | -1 | . | . | . | 3 | -18
O=C(c1cccs1)N(Cc1nc2sc3c(c2c(=O)[nH]1)CCCC3)C1CCCC1 | 11 | 4.7% | 11 | -3 | 0.0 | 7 | -14 | 4 | 46
C=CCn1c(N)cc(=O)nc1SCC(=O)Nc1ccc(C)cc1 | -5 | -0.9% | 4 | 39* | 0.2 | 0 | -7 | 3 | 6
CCCN(CCC)C(=O)CC(c1ccccc1)c1cc(Br)ccc1O (configuration not stated) | 1 | -0.5% | 9 | 4 | 1.0 | -1 | -19 | 2 | 7
COc1ccccc1CN(C)c1ccc(S(=O)(=O)N2CCN(C)CC2)cn1 | -5 | -0.2% | 9 | 0 | 0.0 | -12 | -4 | -1 | -1
COc1ccc(C(CC(=O)N2CCCC(C)C2)c2c(O)cc(OC)cc2OC)cc1 (configuration not stated) | -1 | 0.0% | 23 | 10 | 1.2 | -6 | . | 1 | 13
Cc1cccc(NC(=O)CN2C(=O)c3cccc4cccc2c34)c1C | -4 | 0.0% | . | 5 | 0.0 | 6 | . | 1 | -5
C(=N\Nc1nc(-c2ccccc2)cs1)/c1ccco1 | -5 | -1.5% | -9 | 5 | -0.9 | -5 | -15 | 2 | -26
Cc1cc(C)cc(NC(=S)N2CCN(c3ccccn3)CC2)c1 | -1 | 3.6% | 15 | 5 | 13 | -8 | -5 | 2 | -3
Cc1ccccc1-n1nc2c(c1NC(=O)CC(C)C)CS(=O)C2 (configuration not stated) | -3 | -1.2% | -24 | -3 | -0.6 | -1 | -14 | 0 | -8
CCOC(=O)c1csc(NC(=O)COc2ccc(Cl)cc2Cl)n1 | -8 | -0.3% | -19 | 8 | 0.3 | -9 | -40 | 22 | -6
CCOc1ccccc1N1CCN(CC(=O)NCCc2ccc(S(N)(=O)=O)cc2)CC1 | -1 | 0.5% | -11 | -7 | 7.1 | 5 | -10 | 3 | -29
O=C(CN(Cc1ccc(F)cc1)C(=O)CCC(=O)Nc1ccccn1)NCc1ccco1 | -4 | -0.6% | 3 | 0 | 1.0 | 16 | -7 | 0 | -2
Cc1ccc[n+](C(C)C(=O)c2ccc(Cl)cc2)c1 (configuration not stated) | -5 | 0.5% | -6 | 6 | 2.1 | -10 | -10 | 1 | 1
O=C(CCCCn1c(=O)c2ccccc2n(CC(=O)Nc2ccccc2)c1=O)NCc1ccco1 | -3 | 0.3% | -6 | 2 | -0.1 | 9 | -12 | 4 | 6
O=C1c2ccccc2S(=O)(=O)N1CCOc1ccc(F)cc1 | -8 | 2.3% | -6 | 5 | -0.4 | 1 | 0 | 6 | 1
CCN1C(=S)SC(=O)C1=C1C=C(C)OC(C)=C1 | 3 | 0.5% | 57* | 0 | 2.4 | 4 | 1 | 1 | 6
O=C(c1ccccc1Oc1ccc([N+](=O)[O-])cc1)N1CCOCC1 | -7 | 1.2% | 6 | 5 | 0.9 | 13 | -2 | 5 | 7
COc1cccc(CNS(=O)(=O)c2ccc(S(=O)(=O)N3CCCC3)cc2)c1 | 0 | -1.2% | 13 | 3 | -0.6 | 32* | -27 | 0 | 1
COC(=O)c1ccc[n+](CC(=O)Nc2ccc(OC(F)F)cc2)c1 | 1 | 4.0% | -13 | 5 | 0.4 | -5 | 2 | -2 | -3
O=C(NCc1cccs1)C1CCCN1C(=O)Nc1ccccc1 (configuration not stated) | 1 | 1.0% | 5 | 4 | 1.0 | -9 | 0 | 1 | 9
O=C(Cn1c(=O)cnc2ccccc21)N1CCN(S(=O)(=O)c2ccccc2Br)CC1 | -3 | 1.1% | 10 | -6 | 0.6 | 11 | -9 | 5 | -10
Cc1ccc(Cl)cc1N(CC(=O)NC(C)c1ccccc1)S(C)(=O)=O (configuration not stated) | 0 | 0.6% | 6 | 15 | 0.6 | 1 | -8 | 1 | -2
COCCCNC(=O)CCCn1c(SCC(=O)c2ccc(Br)cc2)nc2c(sc3ccccc32)c1=O | -2 | 4.0% | . | 0 | 1.2 | 0 | -1 | -1 | -7
O=C(CNS(=O)(=O)c1ccc(Cl)cc1)OCC(=O)N1CCCc2ccccc21 | 1 | 1.2% | -1 | -1 | 0.3 | -4 | 10 | 4 | -6
Cc1cc(/C=C/C(=O)O)c(C)n1-c1ccc(Cl)cc1 | -5 | 1.7% | 23 | -1 | -0.6 | 0 | -6 | -1 | 22
c1ccc(-c2cn3nc(-c4ccccc4)cnc3n2)cc1 | -6 | -1.7% | -5 | 0 | 1.5 | 6 | 10 | 1 | 28
COc1ccc(NC(C)C(=O)N2CCN(Cc3ccccc3)CC2)cc1 (configuration not stated) | 0 | -5.2% | . | 2 | . | . | -4 | -4 | -18
CC1(C)CC(=O)C2=C(C1)N(c1ccccc1)C(=O)CC2c1ccsc1 (configuration not stated) | -4 | 0.7% | 25 | 2 | -0.8 | -3 | . | 1 | 1
COc1ccccc1-c1csc(NC(=O)c2ccc(N3C(=O)CCC3=O)cc2)n1 | -8 | -1.6% | -18 | 1 | 2.4 | 11 | -11 | 13 | -13
CC(C)(C)c1ccc(OCCC(=O)OCC(=O)NCc2ccccc2)cc1 | -19 | 1.1% | -24 | -1 | -0.3 | -5 | -17 | 4 | -12
COc1ccc2c(CC(=O)NC(Cc3ccc(Cl)cc3)C(=O)O)cc(=O)oc2c1C (configuration not stated) | 2 | 0.1% | 24 | 14 | -0.6 | 3 | 5 | 0 | 2
Cc1ccc(S(=O)(=O)N2CCOCC2)cc1NC(=O)CSc1nnnn1C1CCCC1 | 1 | 0.6% | -3 | -16 | 2.7 | 3 | -8 | 1 | -1
CC(C)OCC1CC(CC(=O)NC(=S)Nc2cccc([N+](=O)[O-])c2)C(=O)O1 (configuration not stated) | -3 | 0.6% | -17 | -1 | 0.3 | 1 | 13 | -1 | -12
Cc1cc(=O)oc2cc(OC(=O)c3ccco3)ccc12 | 4 | 8.4% | -14 | -3 | 0.3 | -4 | 0 | 8 | -5
Cc1cc(C)c2[nH]c(=O)c(CN(Cc3ccco3)C(=O)c3cccs3)cc2c1 | 5 | -0.1% | . | 0 | . | . | . | 3 | 8
COC(=O)c1ccc(N(CC(=O)NCC2CCCO2)C(=O)CCC(=O)Nc2cc(C)on2)cc1 (configuration not stated) | -5 | -5.2% | -6 | 6 | 0.0 | 8 | -1 | 3 | -2
Cc1nn(-c2ccccc2)c(C)c1/C=N\NS(=O)(=O)c1ccc(Cl)cc1 | -2 | -3.2% | -3 | 2 | 0.2 | 3 | 0 | 5 | -12
CC1O[C@@H](O[C@H](C)CC[C@@H](C)O[C@H]2OC(C)[C@@H](O)C[C@H]2O)C(O)C[C@H]1O (some centres not stated) | 1 | -0.5% | -3 | -5 | 0.3 | 17 | . | 2 | -2
CCN(CC)C(=O)C1=C(C)Nc2nc3ccccc3n2C1c1ccc(Br)cc1 (configuration not stated) | 2 | 0.7% | . | -9 | . | 20 | . | -2 | -5
O=C(NCC1CCCO1)c1ccc(Oc2ccc([N+](=O)[O-])cc2Cl)cc1 (configuration not stated) | -3 | 4.6% | -6 | 5 | -0.2 | 4 | 1 | 12 | -6
Cc1ccc(CSc2nnc(-c3ccccc3N)c(=O)[nH]2)cc1 | 10 | -1.8% | 12 | 11 | -0.6 | 15 | -20 | 2 | -4
CCOC(=O)CNC(=O)CSc1nc(Cc2ccccc2)nc2ccccc12 | -4 | ? | -1 | -13 | -0.2 | -7 | -3 | 1 | 20
O=C(COC(=O)C12CC3CC(CC(Br)(C3)C1)C2)N1CCOCC1 | 2 | -0.8% | 2 | 17 | 1.6 | -8 | -7 | 3 | 9
CCSc1nnc(NC(=O)CSc2c(Cl)cccc2Cl)s1 | 0 | 1.3% | -5 | -2 | 0.1 | -5 | 2 | 3 | -13
COc1ccc(-c2cnc3c(c2)CCC3(C#N)C#N)cc1 | -4 | 4.9% | -4 | 8 | 0.1 | 3 | -2 | 4 | 9
COCCN1CCN(C(=O)C2CCC(=O)N(CCc3ccc(Cl)cc3)C2)CC1 (configuration not stated) | -4 | -0.8% | -1 | 7 | 0.9 | 2 | 2 | 1 | -16
Cc1nc(SCC(=O)Nc2ccnc3ccccc23)n[nH]1 | 4 | 1.2% | 5 | 4 | 0.2 | 15 | 11 | 3 | -12
COc1ccc(NS(=O)(=O)c2ccc(NC(=O)c3ccc(Br)cc3)cc2)nn1 | 6 | 0.2% | 6 | 21 | 0.3 | 0 | 6 | 3 | 4
Cc1cccc(NC(=S)Nc2cccc(C)n2)n1 | -2 | -1.3% | -14 | 10 | -0.4 | 15 | -2 | 3 | 1
COC(=O)c1cc(NC(=O)[C@H](CCS(C)(=O)=O)N2Cc3ccccc3C2=O)cc(C(=O)OC)c1 | -4 | -1.7% | . | 2 | 0.9 | 10 | . | 3 | -2

A different layout for some results above.
molecule: CCSc1nnc(NC(=O)CSc2c(Cl)cccc2Cl)s1
  D1 PAM: 0 | RXFP1 agonist: 1.3% | D2 antagonist: -5 | TRHR enhancer: -2 | D2 agonist: 0.1 | D2 potentiator: -5 | RXFP1 antag: 2 | D1 agonist: 3 | D1 antagonist: -13
molecule: COc1ccc(-c2cnc3c(c2)CCC3(C#N)C#N)cc1
  D1 PAM: -4 | RXFP1 agonist: 4.9% | D2 antagonist: -4 | TRHR enhancer: 8 | D2 agonist: 0.1 | D2 potentiator: 3 | RXFP1 antag: -2 | D1 agonist: 4 | D1 antagonist: 9
molecule: COCCN1CCN(C(=O)C2CCC(=O)N(CCc3ccc(Cl)cc3)C2)CC1 (configuration not stated)
  D1 PAM: -4 | RXFP1 agonist: -0.8% | D2 antagonist: -1 | TRHR enhancer: 7 | D2 agonist: 0.9 | D2 potentiator: 2 | RXFP1 antag: 2 | D1 agonist: 1 | D1 antagonist: -16
molecule: Cc1nc(SCC(=O)Nc2ccnc3ccccc23)n[nH]1
  D1 PAM: 4 | RXFP1 agonist: 1.2% | D2 antagonist: 5 | TRHR enhancer: 4 | D2 agonist: 0.2 | D2 potentiator: 15 | RXFP1 antag: 11 | D1 agonist: 3 | D1 antagonist: -12

Assay outcomes (PubChem)
